# Assay outcomes: PubChem, National Center for Advancing Translational Sciences (NCATS)
# TrxR1 inh: blocks rat thioredoxin reductase 1 | Potency, µM (highest dose often 114 µM), for the others: at the top dose activity change, negative = inhibition, most hits filed as inhibitors | recombinant rTrxR1, NADPH fluorescence consumption, selenite substrate | 1% of 390,000 active | AID 588453; further: potency means the concentration at half of the fitted maximal effect; on the % scale 0 is the no-effect control and ±100 the full control effect; nearly all actives have a fitted effect of over 65% in size
#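 Rat TrxR1 (90 nM in the dispensed reagent) was pre-reduced with 400 uM NADPH for 5 min at room temperature, then incubated with compound for 15 min. After 400 uM selenite was added, NADPH fluorescence (Ex 340/Em 450 nm) was followed for 8 min.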
# Vif-A3G inh: Vif-A3G binding inhibition. Q9HC16. HeLa A3G-eYFP + Vif (tagged APOBEC3G with the HIV-1 protein that degrades it), YFP fluorescence, overnight. Potency, µM (top dose mostly 46.1 µM), inactives show top-dose activity, negative = active, hits mostly inhibitors. 0.076% of 410,000 active. AID 602310;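 further: potency means the concentration at half of the fitted maximal effect; on the % scale 0 is the no-effect control and ±100 the full control effect; nearly all actives have a fitted effect of over 60% in size; hits raise eYFP signal because A3G escapes Vif-driven loss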
#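 HeLa cells stably expressing Vif and C-terminally eYFP-tagged A3G, seeded overnight at 37 deg C, then exposed to compound by pintool overnight at 37 deg C. Rise in yellow fluorescence (Ex 488/Em 500-530, Acumen) marks blocked Vif-driven A3G degradation.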
# RGS4 inhibitor: human RGS4 inhibition | Potency, µM (doses to about 114 µM), for inactives: top-dose activity change, negative = inhibition, usual class: inhibitors | 0.039% of 390,000 active | Transcreener GDP fluorescence polarization, RGS4-accelerated GTP hydrolysis | AID 504845; further: potency means the concentration at half of the fitted maximal effect; on the % scale 0 is the no-effect control and ±100 the full control effect; nearly all actives have a fitted effect of over 75% in size; some results filed as inactive show a strong effect at the top dose
# Target sequence (P49798 whole entry, looked up): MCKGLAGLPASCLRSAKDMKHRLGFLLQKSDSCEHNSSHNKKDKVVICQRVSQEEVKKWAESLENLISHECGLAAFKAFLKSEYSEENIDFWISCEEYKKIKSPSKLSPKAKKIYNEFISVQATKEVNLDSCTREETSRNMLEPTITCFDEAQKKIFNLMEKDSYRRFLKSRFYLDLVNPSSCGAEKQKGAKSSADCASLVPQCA
#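 MLSMR compounds (23 nl, pin-transferred) preincubated 10 min at room temperature with a 500nM (2x) first reagent, then RGS4 at 900nM (2x) plus Transcreener GDP mix added; fluorescence polarization (620/688 nm) read before and after 90 min at 30 °C.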
# Vif-APOBEC3F blk: inhibitors of Vif-A3F interaction; HeLa A3F-eYFP + Vif (tagged APOBEC3F with the HIV-1 protein that degrades it), YFP fluorescence increase; Potency, µM (highest dose often 46.1 µM), for inactives: top-dose activity, negative = active; 0.2% of 390,000 active; AID 602313; further: potency means the concentration at half of the fitted maximal effect; % of control where 0% means no effect; nearly all actives have a fitted effect of over 65% in size
#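 HeLa cells stably expressing A3F-eYFP plus Vif, plated and incubated overnight at 37 deg C, then exposed to compounds overnight at 37 deg C. Blocked degradation read as raised yellow fluorescence (Ex 488/Em 500-530).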
# GRP78 ERSR act: induces the endoplasmic reticulum stress response in human glioma cells; U87-MG GRP78 promoter luciferase reporter, 16 h; Potency, µM, without a hit: top-dose activation, actives largely listed as activators; 0.02% of 420,000 active; further: potency means the concentration at half of the fitted maximal effect; series mostly up to about 76 µM; % of control where 0% means no effect; nearly all actives have a fitted effect of over 35% in size
#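 ERSR induction read as luciferase luminescence (Bright-Glo, 10 min at room temperature) in stably transfected human U87-MG glioma cells exposed to compounds for 16 h, using GRP78 as sensor.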
# USP1-UAF1 inh: blocks the human USP1/UAF1 deubiquitinase complex. Potency, µM (doses to about 57.1 µM), for inactives: at the top dose activity change, negative = inhibition, actives largely listed as inhibitors. 0.23% of 390,000 active. O94782. recombinant USP1/UAF1, Ub-Rhodamine cleavage fluorescence. AID 743255; further: potency means the concentration at half of the fitted maximal effect; on the % scale 0 is the no-effect control and ±100 the full control effect; nearly all actives have a fitted effect of over 60% in size; inactives centre near -12
# Target sequence (O94782 whole entry, looked up): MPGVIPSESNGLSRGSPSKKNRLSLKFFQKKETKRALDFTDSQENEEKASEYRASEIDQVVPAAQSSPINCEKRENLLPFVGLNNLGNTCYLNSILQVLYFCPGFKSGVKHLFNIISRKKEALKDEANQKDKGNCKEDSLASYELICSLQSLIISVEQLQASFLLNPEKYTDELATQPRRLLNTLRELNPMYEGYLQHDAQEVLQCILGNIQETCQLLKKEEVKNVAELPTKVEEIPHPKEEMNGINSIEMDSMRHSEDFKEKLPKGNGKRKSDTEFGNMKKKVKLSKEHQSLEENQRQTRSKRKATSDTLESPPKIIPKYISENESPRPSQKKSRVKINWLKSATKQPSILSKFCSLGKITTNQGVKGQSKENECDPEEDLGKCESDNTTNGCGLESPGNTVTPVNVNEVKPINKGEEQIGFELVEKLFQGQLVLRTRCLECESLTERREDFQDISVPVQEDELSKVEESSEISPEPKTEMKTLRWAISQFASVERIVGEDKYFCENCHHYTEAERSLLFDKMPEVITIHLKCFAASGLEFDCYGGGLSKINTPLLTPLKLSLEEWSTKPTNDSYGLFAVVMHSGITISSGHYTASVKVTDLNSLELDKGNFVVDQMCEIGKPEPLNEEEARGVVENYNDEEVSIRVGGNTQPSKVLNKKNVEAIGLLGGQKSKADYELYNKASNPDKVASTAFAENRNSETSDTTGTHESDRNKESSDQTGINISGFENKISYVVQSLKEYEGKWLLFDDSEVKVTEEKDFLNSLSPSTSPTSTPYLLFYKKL
#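 USP1/UAF1 complex (1 nM) preincubated 15 min at room temperature with compound, then Ub-Rho substrate (150 nM final) added. Kinetic fluorescence at 480/540 nm over 6 reads at 60 s intervals; 50 mM HEPES pH 7.8, 0.5 mM EDTA, 0.1 mg/ml BSA, 1 mM TCEP, 0.01% Tween-20.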
# TrxR1 substrate: rat thioredoxin reductase 1 substrate activity. Potency, µM (series often up to 114 µM), for the others: at the top dose activity change, negative = substrate turnover. purified TrxR1 substrate turnover, NADPH consumption readout. 0.01% of 390,000 active. AID 588456; further: potency means the concentration at half of the fitted maximal effect; on the % scale 0 is the no-effect control and ±100 the full control effect; nearly all actives have a fitted effect of over 50% in size
#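 Rat TrxR1, dispensed at 90 nM, was prereduced with 400 uM NADPH (final) for 5 min at ~22 deg C, then incubated with compound 15 min before 400 uM selenite. A first-read NADPH fluorescence drop versus no-compound background flagged substrates.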
# LDHA block: blocks human lactate dehydrogenase A | P00338 | purified LDHA, NADH/diaphorase-resazurin fluorescence; stronger effect = lower value | activity change, % (values are at about 110 or 230 µM) | 0.15% of 480,000 active | AID 1347041; in the data active means activity change below about -30%; inconclusive means mostly about -25% to -30%;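 further: plate controls were DMSO wells for no effect and wells without enzyme for full effect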
#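 Enzyme activity of human lactate dehydrogenase 5 (2 nM; 0.06 mM NADH, 0.2 mM pyruvate, 5 min, RT) is measured via a resazurin/diaphorase fluorescence readout of residual NADH.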
# IDH1 R132H inh: inhibitors of human mutant IDH1 R132H | IDH1-R132H enzyme, NADPH consumption, diaphorase/resazurin fluorescence | Potency, µM (titrated, usually from 76.6 µM), inactives show at the top dose activity change, negative = inhibition, usual class: inhibitors | 0.093% of 390,000 active | AID 602179; further: potency means the concentration at half of the fitted maximal effect; on the % scale 0 is the no-effect control and ±100 the full control effect; nearly all actives have a fitted effect of over 65% in size
#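 IDH1-R132H (0.5 ug/mL) preincubated 30 min with compound, then NADPH (0.016 mM) and alpha-KG (2 mM) added; 80 min at RT, pH 7.5. Remaining NADPH coupled via diaphorase/resazurin to fluorescence (540/590 nm); concentration-response curves normalized to no-enzyme control.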
# An asterisk follows results filed as active; ? = inconclusive; . = no result given; [ ] = dose if it differs, or a comment. Unless noted, the call rests on the fitted dose curve; in most records, active means well fitted curve in the direction sought with a large enough effect; inconclusive means small, poorly fitted or top-dose-only effect, or another doubt; inactive means no such curve, though single readings can be large; an effect the other way counts as inactive or inconclusive.
SMILES,TrxR1 inh,Vif-A3G inh,RGS4 inhibitor,Vif-APOBEC3F blk,GRP78 ERSR act,USP1-UAF1 inh,TrxR1 substrate,LDHA block,IDH1 R132H inh
C/C(=N/NC(N)=S)c1cc2ccc(O)cc2oc1=O,?,-3%,-46%,3%,3%,?,17%,2,-6%
CC1(C)CC2CC(C)(CN2C(=S)NC(=O)c2ccccc2Cl)C1 (stereo not drawn),-20%,0%,-20%,10%,-5%,-19%,-12%,-3,2%
CCCN(CC(=O)Nc1ccccc1C)C(=O)c1ccc(N2CCCC(C)C2)c([N+](=O)[O-])c1 (stereo not drawn),10%[57.1 µM],3%,18%,-8%,-4%,-21%,5%[57.1 µM],-3,6%
Clc1cccc(Cl)c1C[n+]1ccc2ccccc2c1,16%,-7%,11%,-4%,-5%,-8%,6%,-3,8%
COc1cccc2sc3ccc(C#Cc4ccc(N)cc4)cc3c(=O)c12,22%[57.1 µM],-1%,-3%,-4%,-5%,-30%,-5%[57.1 µM],5,17%
O=C(CSc1ccc(Br)cc1)Nc1cccc(S(=O)(=O)N2CCOCC2)c1,26%,3%,-29%,-9%,1%,-11%,-9%,-3,-5%
COC(=O)COc1cccc2c(=O)n(CC(=O)Nc3ccc4c(c3)OCCO4)ccc12,37%[activator][57.1 µM],2%,?,-17%,-4%,-5%,3%[57.1 µM],-4,0%
O=C(c1ccc(N2CCCS2(=O)=O)cc1)N1CCN(c2ccccc2)CC1,25%,4%,3%,-22%,5%,-20%,9%,-4,12%
COc1ccc(C(=O)N/N=C/C2CC=CCC2)cc1OC (stereo not drawn),9%[57.1 µM],0%,-10%,2%,-2%,-15%,4%[57.1 µM],1,0%
CCS(=O)(=O)NCc1ccc2c(c1)cc(C)n2C,20%[57.1 µM],2%,-3%,-6%,1%,-30%,8%[57.1 µM],2,0%
O=[N+]([O-])c1ccc(Oc2ccc(S(=O)(=O)Nc3ccccc3)cc2)cc1,8%[57.1 µM],0%,-11%,-32%,4%,-26%,13%[57.1 µM],0,-8%
CC1Oc2ccccc2N(Cc2ccccc2Cl)C1=O (stereo not drawn),4%,-22%,39%,-16%,-3%,-11%,-9%,0,4%
COC(=O)c1cc(NC(=O)c2c(-c3ccccc3)noc2C)ccc1N1CCOCC1,-2%,0%,-15%,-2%,-2%,-14%,-3%,-2,4%
COc1ccccc1N1CCN(CC(=O)c2ccc(F)cc2)CC1,?,0%,-13%,-2%,-2%,-25%,5%,-5,-3%
COc1ccc(Cl)cc1C(=O)Nc1cc(=O)n(C)c(=O)n1C,24%,-1%,-14%,-6%,-5%,-14%,1%,-4,4%
O=C(C1CCC(CNS(=O)(=O)c2ccccc2)CC1)N1CCCCC1 (stereo not drawn),2%[57.1 µM],1%,2%,1%,0%,-9%,2%[57.1 µM],-7,-6%
CCCn1c(=O)c(C(=O)Nc2ccccc2C)c(O)c2ccccc21,30%[57.1 µM],0%,11%,4%,-5%,-21%,32%[activator][57.1 µM],-8,2%
c1csc(Cc2nn3c(-c4ccncc4)nnc3s2)c1,-22%,4%,-9%,5%,-4%,-24%,-7%,-3,8%
CN(C)C(CNC(=O)c1cc(S(=O)(=O)N(C)c2ccccc2)ccc1Cl)c1cccs1 (stereo not drawn),4%[57.1 µM],0%,-13%,8%,-3%,-6%,-7%,-6,3%
Nc1ncc(Br)cc1S(=O)(=O)NCCC(=O)Nc1cccc(Cl)c1,4%,-2%,-19%,-2%,-2%,2%,2%,0,5%

# As entered above:
# COc1ccccc1N1CCN(CC(=O)c2ccc(F)cc2)CC1 – USP1-UAF1 inh: -25%
# COC(=O)c1cc(NC(=O)c2c(-c3ccccc3)noc2C)ccc1N1CCOCC1 – LDHA block: -2

# Next part.
SMILES,TrxR1 inh,Vif-A3G inh,RGS4 inhibitor,Vif-APOBEC3F blk,GRP78 ERSR act,USP1-UAF1 inh,TrxR1 substrate,LDHA block,IDH1 R132H inh
CCOc1ccc2oc(C(=O)OCC(=O)N(CC(C)C)c3c(N)n(Cc4ccccc4)c(=O)[nH]c3=O)c(C)c2c1,13%,-4%,-9%,-2%,-4%,-23%,28%,-12,3%
COc1ccc(N=C2SC(CC(=O)Nc3ccccc3)C(=O)N2CC2CCCO2)cc1 (stereo not drawn),-6%,-8%,10%,.,-4%,-17%,-13%,2,1%
CC(C)c1ccc(Nc2nnc(SCC(=O)NCC3CCCO3)s2)cc1 (stereo not drawn),-21%,0%,-42%,-9%,-4%,-12%,-15%,-7,8%
COc1ccc(S(=O)(=O)n2cnc(C)c2)cc1,12%[57.1 µM],1%,-6%,3%,-7%,1%,5%[57.1 µM],-1,3%
Fc1ccc(-c2nc(-c3cccs3)[nH]c2-c2ccc(F)cc2)cc1,17%,-10%,-6%,-18%,-2%,-24%,46%[activator],3,-3%
Cc1cc(NC(=O)CSc2nc3ccccc3n2CC(=O)N2CCCCC2)no1,3%,-1%,34%,1%,-4%,-9%,-1%,1,-1%
CC1Nc2ncnc(N3CCc4ccccc4C3)c2N(Cc2ccc(Cl)cc2)C1=O (stereo not drawn),10%,-22%,-12%,-15%,0%,-22%,0%,7,-1%
CCCCC(=O)N1CCN(c2nc(-c3ccc(F)cc3)cs2)CC1,16%[57.1 µM],1%,-25%,6%,1%,?,-6%[57.1 µM],-2,4%
CCCc1cc(=O)[nH]c(SCC(=O)c2cc(C)n(C(C)COC)c2C)n1 (stereo not drawn),-14%,2%,-7%,-9%,-4%,-17%,-7%,-14,-1%
O=c1nc2n(c3ccc(Br)cc13)CCS2,11%,3%,-3%,2%,-3%,-10%,3%,7,-2%
CC1CC(C)CN(C(=O)C2CCN(S(=O)(=O)N3CCC4(CC3)OCCO4)CC2)C1 (stereo not drawn),24%,3%,-5%[56.9 µM],3%,-2%,-18%,-1%,-3,9%
O=C(Nc1ccc(-n2ccnc2P(=O)(O)c2ccccc2)cc1)c1ccccc1Cl,-2%[57.1 µM],0%,-1%,1%,-3%,-8%,-2%[57.1 µM],3,0%
CSc1nnc2c(n1)OC=Nc1ccc(Br)cc1-2,6%,3%,11%,0%,-3%,?,2%,1,1%
CCOc1ccc(S(=O)(=O)N2CCN(C)CC2)cc1NC(=O)c1ccccc1F,19%,1%,-4%,-4%,-3%,-15%,-4%[57.1 µM],7,9%
O=C1c2ccccc2C(=O)c2c1cccc2N1CCCC1,-6%,2%,-13%,4%,3%,?,-2%,32,1%
O=c1c(Cc2ccc(Cl)cc2Cl)c(O)ccn1Cc1ccncc1,10%,1%,9%,13%,-2%,-1%,-4%,0,-14%
Cn1c2ccccc2c(=O)c2cc(C#Cc3ccc(N)cc3)ccc21,17%[57.1 µM],-6%,-14%,-10%,-2%,-14%,-6%,-2,36%[activator]
CC(NC(=O)c1cc2cc([N+](=O)[O-])ccc2oc1=O)C1CCCO1 (stereo not drawn),3%[57.1 µM],-5%,17%,-27%,-5%,-19%,-7%,-6,23%
O=C(Nc1nnc(S(=O)(=O)N2CCCc3ccccc32)s1)c1cccc(Cl)c1,8%,-1%,-8%,-8%,-1%,?,-4%,-10,21%
C/C(=N/NC(=O)CNc1ccc(C)cc1)c1ccc(Cl)cc1,-14%,0%,8%,-15%,-5%,-13%,-6%,3,3%
Cc1ccc(-n2c(SCC(=O)NCC3CCCO3)nc3c(c2=O)SCC3)cc1 (stereo not drawn),21%[57.1 µM],-5%,-10%,-6%,-2%,-4%,-3%[57.1 µM],-2,14%
COCCNC(=O)c1sc2ncn(CC(=O)N3CCCCC3)c(=O)c2c1C,-20%,0%,-34%[11.4 µM],0%,-4%,-2%,-19%,-1,0%
Cc1ccc(S(=O)(=O)CNC(=O)c2ccccc2)cc1,?,2%,-18%,-2%,3%,-6%,9%,-2,2%
COc1ccc(C2=CSC3=NCCN23)cc1,-2%,0%,-3%[56.9 µM],1%,2%,-17%,-7%,-8,-4%
O=C(COC(=O)CC1CCCC1)Nc1cccc(F)c1,4%,2%,5%,0%,-3%,-2%,-4%,-7,-4%
O=S(=O)(Cc1ccccc1)CS(=O)(=O)Cc1ccccc1,?,0%,-11%,-8%,2%,1%,-4%,-7,1%
COC(=O)C1=C(C)NC(=S)NC1/C=C/c1ccccc1 (stereo not drawn),-6%,4%,-27%,-19%,0%,-15%,-11%,-2,0%
CCN1C(N(C)C)=NC[C@@H]1Cc1ccccc1,14%,1%,-19%,-3%,-3%,?,4%,-3,22%
N#C/C(=N/Nc1ccccc1[N+](=O)[O-])C(N)=S,11%,2%,-31%,0%,-3%,-24%,-4%,-7,-4%
COc1c(-c2ccc(O)cc2)oc2cc(O)cc(O)c2c1=O,-1%,-11%,3%,6%,5%,-10%,-5%,10,-10%
O=C1C(Cc2ccc3[nH]ccc3c2)NC(=S)N1c1ccccc1 (stereo not drawn),?,1%,-6%,-4%,-8%,?,-3%[57.1 µM],-8,-7%
COC(=O)c1ccc(-c2noc(CN3CCCCC3c3nccn3C)n2)cc1 (stereo not drawn),5%[11.4 µM],0%,0%,0%,-4%,1%,5%[57.1 µM],-11,11%

# Some of the compounds tested, so the mix of outcomes need not match the whole.
